GASC1 inh = inhibitors of human demethylase GASC-1 KDM4C; GST-KDM4C 2-372, H3K9me3 peptide, LANCE TR-FRET; inhibition, % at 12.5 µM; actives 0.15% (n = 96,000);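 active means mean replicate inhibition above about 25%, with at least 55% of replicates also reaching it, limit read from the data, passing the limit was not always enough; inconclusive means only one of those two conditions met; inactive means neither condition met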
Target sequence (Q9H3R0 2-372 limits assumed): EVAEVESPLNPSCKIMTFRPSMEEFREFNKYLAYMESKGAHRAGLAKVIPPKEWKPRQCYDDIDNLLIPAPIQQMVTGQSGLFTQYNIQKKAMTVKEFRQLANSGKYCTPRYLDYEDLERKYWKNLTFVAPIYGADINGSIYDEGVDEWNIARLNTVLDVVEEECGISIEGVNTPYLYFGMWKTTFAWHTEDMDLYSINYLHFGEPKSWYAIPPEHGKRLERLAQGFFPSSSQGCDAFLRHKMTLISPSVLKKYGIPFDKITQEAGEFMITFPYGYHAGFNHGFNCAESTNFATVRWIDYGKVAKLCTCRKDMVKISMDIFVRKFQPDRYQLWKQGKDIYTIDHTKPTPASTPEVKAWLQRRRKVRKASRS
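Material: N-terminal GST-fused human GASC-1 (KDM4C) fragment, residues 2-372. Input: 10 nM enzyme. Incubation: enzyme reaction 30 min, then detection 60 min, both room temperature. Doses: one test concentration per compound. Read-out basis: inhibition from TR-FRET ratio decrease. Detection: LANCE TR-FRET, excitation 340 nm, emissions 618 and 671 nm.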
C diff growth = blocks growth of Clostridium difficile; Clostridium difficile clinical isolate growth, OD600, 24 h; hits give low values; growth activity, negative = inhibition, % at 16 µg/mL (by protocol); actives 0.25% (n = 86,000);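 active means mean growth activity at or below -80% and every replicate also at or below -80%; inconclusive means mean at or below -80% but some replicate above -80%; inactive means mean growth activity above -80%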;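 further: 0% = DMSO wells and -100% = levofloxacin 16 µg/mL wells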
T cruzi growth = blocks T. cruzi growth in NIH3T3 culture; actives 5.9% (n = 77,000); T. cruzi beta-gal in NIH3T3, GalScreen luminescence, 90 h; inhibition, % at 8.34 µM;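 active means mean inhibition above about 93%, with at least 55% of replicates each passing it, limit read from the data, passing the limit was not always enough; inconclusive means only one of those two conditions holds; inactive means neither condition holds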
Pf Dd2 inh = blocks growth of Plasmodium falciparum Dd2 parasites. P. falciparum Dd2 growth, SYBR Green, 72 h; hits give low values. actives 2.3% (n = 94,000). activity change, % at 10 µM; in the data active means activity change below about -80%; inconclusive means no clear call, values can overlap the other calls
Active calls of the source: *; ? = inconclusive; / = not tested or not shown; & = joins results of further samples.

SMILES	GASC1 inh	C diff growth	T cruzi growth	Pf Dd2 inh
COC(=O)C[C@@H]1C[C@H]2c3cc(NC(=O)c4ccc5c(c4)OCO5)ccc3O[C@H]2[C@@H](CO)O1	0.4	-0.2	-11.3	23.6
C[C@@H]1CN([C@@H](C)CO)C(=O)CCCn2cc(nn2)CO[C@@H]1CN(C)Cc1ccc(C(=O)O)cc1	0.1	-1.6	/	44.6
COc1ccc(S(=O)(=O)Nc2ccc3c(c2)CC(=O)N([C@@H](C)CO)C[C@@H](C)[C@H](CN(C)Cc2ccc4c(c2)OCO4)O3)cc1	0.0	-5.0	113.3*	-22.6
C[C@H]1CN([C@@H](C)CO)C(=O)c2cc(NC(=O)CCN3CCOCC3)ccc2O[C@H]1CN(C)C(=O)NC1CCCCC1	1.8	-0.2&-1.8	/	4.6
CCCNC(=O)[C@@H]1[C@@H](CO)[C@@H]2Cn3c(ccc(/C=C/c4ccccc4)c3=O)[C@H]1N2C(C)=O	0.0	-0.7	18.0	6.9
CN(C)C(=O)C[C@H]1CC[C@@H]2[C@@H](COc3ccc(NC(=O)Nc4cccc(Cl)c4)cc3C(=O)N2C)O1	0.8	-2.3	5.9	-19.9
C[C@H](CO)N1C[C@H](C)[C@H](CN(C)C(=O)Nc2ccc(F)cc2)Oc2ncc(C#CCN(C)C)cc2C1=O	2.0	-1.3	-0.3	14.7
C[C@@H]1CN([C@@H](C)CO)C(=O)c2cccc(NS(=O)(=O)c3ccccc3)c2O[C@@H]1CN(C)C(=O)Nc1ccc(C(F)(F)F)cc1	/	7.4	91.6	-54.5
COc1ccc(NC(=O)N(C)C[C@H]2Oc3ccc(NC(=O)Cc4cn(C)c5ccccc45)cc3C(=O)N([C@@H](C)CO)C[C@H]2C)cc1	-1.8	1.9	18.6	-34.3
O=C(CCN1CCCCC1)N[C@@H]1CC[C@@H](CC(=O)N2CCC(Cc3ccccc3)CC2)O[C@@H]1CO	0.0	/	51.0	-12.8
C[C@H](CO)N1C[C@H](C)[C@@H](CN(C)C(=O)NC2CCCCC2)Oc2ccc(NS(=O)(=O)c3ccccc3)cc2C1=O	2.5	-2.7	10.2	-10.2
Cc1cccc(S(=O)(=O)N2C[C@H](O)COC[C@H]3O[C@H](CC(=O)Nc4ccc(-c5ccccc5)cc4)CC[C@@H]32)c1	0.0	5.4&-0.3	?	-21.7
COc1ccccc1-c1ccc2c(c1)[C@H]1[C@H](CCN1C(=O)C1CC1)[C@H](CO)N2	1.3	-1.4	87.8	-3.2
Cc1noc(C)c1NC(=O)N(C)C[C@@H]1Oc2ccc(NS(=O)(=O)c3cccs3)cc2C(=O)N([C@H](C)CO)C[C@H]1C	-0.1	/	-108.1	14.1
Cc1ccc(S(=O)(=O)N(C)C[C@@H]2Oc3ccc(NS(=O)(=O)c4cccs4)cc3C(=O)N([C@H](C)CO)C[C@@H]2C)cc1	1.3	-8.0	-15.8	8.2
C[C@H](CO)N1C[C@H](C)[C@@H](CN(C)Cc2ccc(-c3ccccc3)cc2)OCc2cnnn2CCCC1=O	1.6	4.3&-3.1	?	-21.1&-13.4
CCCC(=O)N1CC2(CN(Cc3nccs3)C2)c2c([nH]c3cc(OC)ccc23)[C@@H]1CO	-0.8	-3.6	/	-12.5
COc1cccc(NC(=O)N2CC(=O)N3[C@H](C2)[C@H](c2ccc(C#CC4CCCCC4)cc2)[C@@H]3CO)c1	-0.7	-5.4	/	-10.1
Cc1ccccc1-c1ccc2c(c1)O[C@H](CN(C)C)[C@H](C)CN([C@@H](C)CO)S2(=O)=O	-1.1	-5.9	15.2	/
C[C@H](NC(=O)C[C@@H]1CC[C@H](NS(=O)(=O)c2cccc(F)c2)[C@H](CO)O1)c1ccccc1	-0.5	6.5	5.8	10.4
CNC[C@@H]1OCCCC[C@@H](C)Oc2ccc(NS(=O)(=O)c3cn(C)cn3)cc2C(=O)N([C@H](C)CO)C[C@H]1C	1.1	9.4	48.1	6.5
C[C@@H](NC(=O)C[C@H]1CC[C@H]2[C@@H](COC[C@H](O)CN2C(=O)Nc2cc(Cl)cc(Cl)c2)O1)c1ccccc1	3.6	/	85.1	-9.0
C[C@H](CO)N1C[C@H](C)[C@@H](CN(C)Cc2ccc(-c3ccccc3)cc2)Oc2ncc(C#CCN(C)C)cc2C1=O	4.8	-5.1	?	/
C[C@H](CO)N1C[C@H](C)[C@@H](CN(C)Cc2ccccc2)Oc2ncc(C#CCN(C)C)cc2C1=O	/	-0.6	-183.3	4.4
N#C[C@H]1[C@H](c2ccc(-c3ccccc3)cc2)[C@H](CO)N1C(=O)Cc1ccccc1	-0.1	1.9	75.6	-6.7

One compound at a time, as listed above:
`Cc1noc(C)c1NC(=O)N(C)C[C@@H]1Oc2ccc(NS(=O)(=O)c3cccs3)cc2C(=O)N([C@H](C)CO)C[C@H]1C` as listed: GASC1 inh: -0.1; C diff growth: /; T cruzi growth: -108.1; Pf Dd2 inh: 14.1
`N#C[C@H]1[C@H](c2ccc(-c3ccccc3)cc2)[C@H](CO)N1C(=O)Cc1ccccc1` as listed: GASC1 inh: -0.1; C diff growth: 1.9; T cruzi growth: 75.6; Pf Dd2 inh: -6.7

The listing continues.
SMILES	GASC1 inh	C diff growth	T cruzi growth	Pf Dd2 inh
C[C@H](CO)N1C[C@H](C)[C@@H](CN(C)C(=O)Nc2ccc(F)cc2)Oc2ccc(NS(=O)(=O)c3ccc(Cl)cc3)cc2CC1=O	-2.0	4.5	6.7	9.6
CCCC#Cc1cnc2c(c1)C(=O)N([C@@H](C)CO)C[C@H](C)[C@H](CN(C)S(=O)(=O)c1cccc(OC)c1)O2	-2.5	0.8	75.7	-36.4
C[C@@H]1CN([C@@H](C)CO)C(=O)c2cc(NS(=O)(=O)c3ccccc3)ccc2O[C@@H](C)CCCCO[C@H]1CN(C)Cc1ccncc1	-0.4	1.3	21.5	-39.1
COc1ccc(S(=O)(=O)Nc2ccc3c(c2)C(=O)N([C@@H](C)CO)C[C@@H](C)[C@H](CN(C)C(=O)c2ccncc2)OCCCC[C@H](C)O3)cc1	2.1	4.3	21.6	-23.3
CCS(=O)(=O)Nc1ccc2c(c1)C(=O)N(C)[C@@H]1CC[C@H](CC(=O)NC)O[C@H]1CO2	1.2	0.2	3.7	-9.3
CCN1[C@H](C(=O)N(C)C)[C@@H](CO)[C@@H]2Cn3c(ccc(-c4cccc(OC)c4)c3=O)[C@@H]21	5.3	3.3	80.4	18.0
C[C@@H]1CN([C@@H](C)CO)C(=O)c2cccc(NC(=O)C3CCOCC3)c2O[C@H]1CN(C)Cc1ccncc1	-0.1	5.2	63.4	4.1
C[C@H](CO)N1C[C@H](C)[C@H](CN(C)S(=O)(=O)c2ccc(Cl)cc2)Oc2c(NC(=O)Nc3ccccc3)cccc2C1=O	/	19.1	-155.0	1.6
O=S(=O)(N[C@@H]1CC[C@H](CCNS(=O)(=O)c2ccccc2Cl)O[C@@H]1CO)c1ccccc1	0.7	-7.5	-26.4	-7.1
O=C(NC[C@@H]1[C@H](c2ccccc2)[C@H](CO)N1C(=O)C1CC1)NC1CCCC1	-1.3	0.4	36.3	10.6
C[C@@H]1CN([C@@H](C)CO)C(=O)Cc2cc(NC(=O)CCC(F)(F)F)ccc2O[C@@H]1CN(C)Cc1ccncc1	-0.1	-2.8	28.7	11.3
CN(C)C(=O)C[C@@H]1CC[C@H]2[C@H](COc3ccc(NC(=O)C4CCOCC4)cc3C(=O)N2C)O1	-1.0	-1.7	-23.7	7.8
COC(=O)C[C@@H]1C[C@@H]2c3cc(NC(=O)Nc4ccc(F)cc4)ccc3O[C@@H]2[C@@H](CO)O1	-0.8	0.1	-39.7	-21.3
C[C@@H]1CCCCO[C@H](CN(C)S(=O)(=O)c2cccs2)[C@H](C)CN([C@H](C)CO)C(=O)c2cc(NC(=O)c3ccccc3)ccc2O1	-3.5	-4.5	88.6	-68.2
COc1cccc(CNC(=O)C[C@H]2CC[C@@H](NC(=O)C3CC3)[C@H](CO)O2)c1	2.0	2.9	/	1.4
COCC(=O)N1CC2(C1)[C@@H](c1ccc(-c3ccc(F)cc3)cc1)[C@H](CO)N2C(=O)C1CC1	-0.6	0.4	/	6.1
CO[C@@H]1CN(C)C(=O)c2ccc(NS(C)(=O)=O)cc2OC[C@@H](C)N(C(=O)CN(C)C)C[C@@H]1C	0.6	/	-15.3	32.8
CCCNC(=O)C[C@@H]1C[C@H]2c3cc(NC(=O)COC)ccc3O[C@H]2[C@@H](CO)O1	3.6	1.5	8.3	17.5
CO[C@@H]1CN(C)C(=O)c2ccc(NC(=O)c3ccccc3F)cc2OC[C@@H](C)NC[C@@H]1C	0.0	/	-21.1	1.7
COc1ccc2c3c([nH]c2c1)[C@@H](CO)NCC31CN(S(=O)(=O)c2cccc(C)c2)C1	1.7	-9.8	/	-21.6
COc1cccc(-c2cnc3c(c2)C(=O)N([C@H](C)CO)C[C@H](C)[C@@H](CN(C)C(=O)CC2CC2)O3)c1	2.9	-0.7	4.7	7.9
CCC(=O)N(C)C[C@H]1Oc2cc(C#CC3(O)CCCC3)ccc2S(=O)(=O)N([C@@H](C)CO)C[C@H]1C	0.4	/	61.6	10.6
COc1ccc(NC(=O)N(C)C[C@@H]2Oc3ccc(NC(=O)CCCCCC(=O)Nc4ccccc4N)cc3CC(=O)N([C@@H](C)CO)C[C@@H]2C)cc1	-1.1	9.9	22.3	35.2
CO[C@@H]1CC[C@@H]2CCOc3c(C#N)cccc3C(=O)N(C)C[C@H](c3ccccc3)CC(=O)N(C)C[C@H]1O2	-1.1	/	11.6	9.8
C[C@H](CO)N1C[C@H](C)[C@@H](CN(C)S(=O)(=O)c2cccs2)Oc2ccc(NC(=O)Nc3ccc4c(c3)OCO4)cc2C1=O	-0.1	-4.1	-19.2	-20.9

New compounds follow.
SMILES	GASC1 inh	C diff growth	T cruzi growth	Pf Dd2 inh
COCCNC(=O)C[C@@H]1C[C@@H]2c3cc(NC(=O)Nc4ccc(C(F)(F)F)cc4)ccc3O[C@@H]2[C@H](CO)O1	0.4	/	33.3	-33.6
CO[C@@H]1CN(C)C(=O)c2cc(NC(=O)CC(F)(F)F)ccc2OC[C@H](C)N(CC2CC2)C[C@H]1C	-0.3	3.2	/	-11.0
Cc1cc(C(=O)Nc2cccc3c2O[C@@H](CN(C)S(=O)(=O)c2c(C)noc2C)[C@@H](C)CN([C@@H](C)CO)C3=O)n(C)n1	0.2	5.9	66.6	16.0
COCC(=O)N1C[C@@H](C)[C@@H](OC)CN(C)C(=O)c2cc(NC(=O)c3ccc(OC)cc3)ccc2OC[C@H]1C	-2.1	/	16.3	12.0
O=C(Cc1ccccc1)N[C@H]1C=C[C@H](CC(=O)N2CCCCC2)O[C@@H]1CO	-0.4	0.2	-112.2	2.4
C[C@H](CO)N1C[C@H](C)[C@H](CN(C)C(=O)NC2CCCCC2)Oc2c(NC(=O)NC3CCCCC3)cccc2C1=O	9.2	-12.3	-32.3	-6.8
Cc1noc(C)c1S(=O)(=O)N(C)C[C@H]1Oc2ccc(NS(C)(=O)=O)cc2CC(=O)N([C@@H](C)CO)C[C@H]1C	-0.3	-4.4	-17.5	7.1
COc1ccc2c3c([nH]c2c1)[C@H](CO)N(CC1CCOCC1)CC31CN(C(=O)C2CCOCC2)C1	0.2	1.8	/	18.6
O=C(C[C@@H]1CC[C@H]2[C@@H](COC[C@@H](O)CN2C(=O)Nc2ccccc2)O1)NC1Cc2ccccc2C1	-0.2	/	68.7	3.5
O=C(C1CC1)N1CCCCN2[C@H](CO)[C@H](c3ccc(C#CC4(O)CCCC4)cc3)[C@@H]2C1	/	-4.7	83.1	35.7
Cc1ccccc1S(=O)(=O)N1CC[C@H]2[C@H](CO)Nc3ccc(-c4ccc(F)cc4)cc3[C@H]21	-0.4	46.5	24.7	14.3
CN1C(=O)c2cc(NC(=O)c3cccc(F)c3)ccc2OC[C@H]2O[C@@H](CC(=O)NCC3CCCCC3)CC[C@@H]21	-5.1&0.3	2.2&18.8	65.6&89.9	/
CC(C)NC(=O)N1C[C@@H]2[C@H](c3ccccc31)[C@@H](CO)N2Cc1ccccc1	-2.4	-1.2	1.7	-16.8
O=C(c1ccncc1)N1C[C@H]2[C@@H](c3ccccc31)[C@@H](CO)N2C(=O)CN1CCOCC1	1.7	-3.5	-13.6	-3.5
COc1ccc(NC(=O)N(C)C[C@@H]2Oc3ccc(NC(=O)NC4CCCCC4)cc3C(=O)N([C@H](C)CO)C[C@H]2C)cc1	-0.8	-10.6	-1.5	5.7
COc1cccc(-c2ccc3c(c2)[C@@H]2[C@@H](CCN2C(=O)C2CCCCC2)[C@H](CO)N3)c1	-2.1	35.7	/	-89.0*
CC(=O)NC[C@H]1[C@H](c2ccc(-c3ccccc3)cc2)[C@H](CO)N1C(=O)C1CCC1	1.0	-11.2	17.7	18.1
CC(C)NC(=O)N(C)C[C@H]1Oc2cc(-c3ccccc3F)ccc2S(=O)(=O)N([C@H](C)CO)C[C@H]1C	0.9	-9.2	11.1	/

Assay outcomes (PubChem)
